# p53null 39C kill = qHTS Screen for Compounds that Selectively Target Cancer Cells with p53 Mutations: Cytotoxicity of p53 Null Cells at the Nonpermissive Temperature; H1299 p53-null (neo) cells, 39C, ATPlite viability, 24 h; Potency, µM (top dose mostly 46.1 µM), for inactives: at the top dose activity, negative = cell killing, hits mostly cytotoxic; 55,000 compounds, 0.97% hits;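 also: potency is read from the fitted curve at half-maximal effect; 0% = DMSO only and -100% = full killing by 100 µM tamoxifen; nearly all actives have a fitted effect of over 50% in size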
#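 ATP-luminescence viability readout (ATPlite, 20 min RT) after 24 hr compound treatment at 39C of H1299-neo or H1299-p53A138V cells; titration up to 46 uM; normalized to DMSO and 100 uM tamoxifen; Hill-fit AC50.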
# p53null 32C tox = qHTS Screen for Compounds that Selectively Target Cancer Cells with p53 Mutations: Cytotoxicity of p53 Null Cells at the Permissive Temperature; H1299-neo p53 null cells, ATP luminescence, 24 h, 32C; Potency, µM (highest dose often 46.1 µM), for the others: at the top dose activity change, negative = cytotoxicity, actives largely listed as cytotoxic; 55,000 compounds, 0.62% hits; AID 903, 2007;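 also: potency is read from the fitted curve at half-maximal effect; 0% = DMSO only and -100% = full killing by 100 µM tamoxifen; nearly all actives have a fitted effect of over 55% in size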
#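 H1299-neo (p53 null) cells, 600/well, treated 24 h at 32C with compound up to 46 uM; ATPlite luminescence viability, normalized to DMSO and 100 uM tamoxifen; AC50 by Hill fit.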
# B2AR arrestin ag = qHTS assay of beta-arrestin-biased ligands of beta2-adrenergic receptor: NCGC Sytravon Library Screen; HTLA Tango cells, beta-arrestin recruitment, luciferase luminescence, 18 h; Potency, µM (top dose mostly 46.1 µM), without a hit: at the highest dose activation, most hits filed as activators; 44,000 tested, under 10 active;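 also: potency is read from the fitted curve at half-maximal effect; 0% = DMSO and full agonism = EC100 isoproterenol or metaproterenol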
#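 Tango cells expressing recombinant beta2-AR and beta-arrestin were treated with compounds (up to 46 microM titration) in DMEM with 1% FBS for 18 hr at 37 degrees C. Beta-arrestin recruitment drove tTA-dependent luciferase, read by luminescence; curves were fitted and classed.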
# TSG101-PTAP inh = qHTS Validation Assay for Inhibitors of HIV-1 Budding by Blocking the Interaction of PTAP/TSG101: Sytravon Library Screen | Tumor susceptibility gene 101 protein (Homo sapiens), Q99816 | Fluorescence polarization, FITC-PTAP peptide/Tsg101, 20 min | Potency, µM (series often up to 115 µM), for inactives: at the top dose activity change, negative = inhibition, actives largely listed as inhibitors | 44,000 tested, under 10 active | AID 1347069, 2019; also: potency is read from the fitted curve at half-maximal effect; 0% is about no effect
#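 Fluorescence polarization binding of Tsg101 binding domain (10 uM final) to FITC-labeled PTAP-motif peptide (50 nM final) in HEPES pH 7.5/NaCl/Tween 20/EDTA/TCEP buffer; 20 min at r.t. Actives by curve class, <25 µM, efficacy <60% inhibition.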
# GALK inhibitor = qHTS Assay for Inhibitors of Human Galactokinase (GALK): NCGC Sytravon Library Screen; P51570; recombinant GALK, Kinase-Glo ATP luminescence, 1 h; Potency, µM (series often up to 57.5 µM), for inactives: top-dose activity, negative = inhibition, hits mostly inhibitors; 44,000 tested, under 10 active; AID 1347072, 2019;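 also: plate controls were full GALK reaction for no effect and reaction lacking GALK for full effect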
# Target sequence (P51570 whole entry, looked up): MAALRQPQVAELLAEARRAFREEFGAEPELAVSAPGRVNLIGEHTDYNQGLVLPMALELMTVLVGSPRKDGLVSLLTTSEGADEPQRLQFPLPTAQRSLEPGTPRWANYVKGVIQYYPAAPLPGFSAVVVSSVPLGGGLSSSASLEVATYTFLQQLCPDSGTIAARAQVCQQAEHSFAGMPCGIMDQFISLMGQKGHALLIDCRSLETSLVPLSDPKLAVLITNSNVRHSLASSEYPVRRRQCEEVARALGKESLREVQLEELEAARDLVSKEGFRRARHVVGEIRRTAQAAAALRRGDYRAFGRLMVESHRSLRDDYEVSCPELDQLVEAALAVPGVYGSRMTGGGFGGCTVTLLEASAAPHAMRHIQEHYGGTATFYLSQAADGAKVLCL
#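 Compounds were pinned into ATP buffer, then GALK-galactose mix was added (final 5 nM enzyme, 35 uM ATP, 100 uM galactose, pH 8.0). After 1 h at room temperature, Kinase-Glo Plus was added and luminescence read.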
# NTMT1 inhibitor = Primary qHTS for Inhibitors of N-terminal methyltransferase 1 (NTMT1): MTaseGlo Assay; 59,000 compounds, 2.5% hits; NTMT1 MTase-Glo SAH luminescence, purified enzyme; Potency, µM (top dose mostly 114 µM), for the others: at the top dose activity change, negative = inhibition, hits mostly inhibitors;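 also: potency is read from the fitted curve at half-maximal effect; plate controls were DMSO vehicle for no effect and no enzyme for full effect; nearly all actives have a fitted effect of over 65% in size; many of its hits are not listed in these tables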
# FH mod = Identification of activators of human fumarate hydratase by quantitative high-throughput screening; Potency, µM (top dose mostly 79.9 µM), without a hit: at the top dose activity change, negative = inhibition, most hits filed as inhibitors; AID 1347055, 2019; FH coupled MDH/diaphorase resazurin fluorescence, 15 min; Fumarate hydratase, mitochondrial (Homo sapiens), P07954; 54,000 compounds, 0.22% hits; also: potency is read from the fitted curve at half-maximal effect; % is scaled to controls: 0 for no effect and ±100 for the full control effect; the screen sought activators but most active calls are inhibition curves; nearly all actives have a fitted effect of over 45% in size
# Target sequence (P07954 whole entry, looked up): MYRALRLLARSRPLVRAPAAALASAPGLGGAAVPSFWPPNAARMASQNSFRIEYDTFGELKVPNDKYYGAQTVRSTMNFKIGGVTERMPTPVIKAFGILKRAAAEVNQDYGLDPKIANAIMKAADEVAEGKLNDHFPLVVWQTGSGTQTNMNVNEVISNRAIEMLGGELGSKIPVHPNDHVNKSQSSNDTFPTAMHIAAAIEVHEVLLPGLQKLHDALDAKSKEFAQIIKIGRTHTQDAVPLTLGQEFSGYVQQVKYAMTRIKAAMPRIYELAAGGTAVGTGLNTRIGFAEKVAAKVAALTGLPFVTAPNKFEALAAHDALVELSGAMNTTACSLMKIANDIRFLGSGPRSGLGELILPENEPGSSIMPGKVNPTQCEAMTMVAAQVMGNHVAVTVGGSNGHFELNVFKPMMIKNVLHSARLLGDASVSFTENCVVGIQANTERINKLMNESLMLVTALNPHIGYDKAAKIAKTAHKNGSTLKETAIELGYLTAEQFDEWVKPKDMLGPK
# Starred values were filed as active, the others as inactive; ? = inconclusive; · = not tested or not shown; [ ] = another dose, or the depositor's remark. Calls follow the shape of the dose curve; as a rule, active = well fitted curve in the direction sought with a large enough effect; inconclusive = small, poorly fitted or top-dose-only effect, or another doubt; inactive = no such curve, though single readings can be large; an effect the other way counts as inactive or inconclusive.
SMILES,p53null 39C kill,p53null 32C tox,B2AR arrestin ag,TSG101-PTAP inh,GALK inhibitor,NTMT1 inhibitor,FH mod
CCn1c(=O)cc(SCC(=O)N2CCN(c3cc(C)ccc3C)CC2)c2ccccc21,72%[activator],3%,-2%,-3%,1%,9%,-21%
CCN(CC)c1ccc(C(=O)N2CCc3c([nH]c4ccccc34)C2c2ccc(F)cc2)cc1 (configuration not stated),17%,0%,0%,-2%,-1%,-2%,-20%
COc1ccc(NC(=O)CSc2nc(-c3ccccc3)cc(-c3cc(OC)c(OC)c(OC)c3)c2C#N)c(OC)c1,-6%,6%,0%,0%,0%,-4%,-10%
CCOc1ccccc1CNCc1c(C(=O)O)n(Cc2ccc(F)cc2)c2cc(C)ccc12,-29%,-10%,0%,0%,0%,4%,-7%
Cc1c(C)n(Cc2ccc(F)cc2)c2ccc(C(=O)N3CCN(c4ccc(F)cc4)CC3)cc12,8%,13%,-1%,4%,4%,?,-21%
CN1CCN(CCNC(=O)c2cnn(-c3ccc(F)cc3)c2C2CCN(C(=O)OC(C)(C)C)CC2)CC1,-20%,-2%,0%,-7%,-4%,0%,4%
Cc1ccc(C2C=C(c3ccc(Cl)cc3)Nc3nc(NC(=O)CCC(=O)O)nn32)cc1 (configuration not stated),6%,-7%,0%,-22%,0%,3%,4%
CCOc1ccc(C(=O)N(Cc2nc(-c3cccc(C)c3)no2)C(C)C)cc1,?,-3%,1%,4%,5%,-7%,-24%
CCOc1ccc(C(=O)N2CCN(CCc3ccccn3)CC2)cc1,1%,0%,-4%,0%,1%,37%[activator],-7%
Fc1ccc(-c2nnc(CN3CCN(c4ccccn4)CC3)o2)cc1,0%,0%,-2%,-2%,1%,7%,-1%
Cc1ccc(OCC(=O)N(Cc2ccco2)C2CCS(=O)(=O)C2)cc1 (configuration not stated),-8%,-4%,0%,0%,-2%,-6%,-11%
CCOC(=O)C1CCCN(C(=O)c2cc3c(Cl)nc4ccccc4c3s2)C1 (configuration not stated),-14%,-4%,-2%,-4%,-1%,-1%,-24%
O=C(NCCc1ccccc1)c1ccc(CSc2nc3ccncc3n2Cc2ccccc2)cc1,2%,18%,1%,-1%,7%,6%,-23%
O=C(NCCc1ccc(Cl)cc1)c1ccc(CS(=O)(=O)Cc2ccc(F)cc2)o1,18%,4%,-1%,1%,-2%,-4%,-2%
COc1ccc(Nc2ncc3c(n2)CCN(Cc2cc(Br)cs2)C3)c(OC)c1,-6%,-2%,0%,-3%,4%,-2%,-22%
Cc1ccc(-n2nc(C)c(C(=O)NCCCN3CCN(c4ccc(F)cc4)CC3)c2-n2cccc2)cc1,?,12%,-1%,-6%,-1%,6%,-12%
CC1CCCN(Cc2cn3c(-c4cccc(Br)c4)nnc3s2)C1 (configuration not stated),21%,6%,0%,-3%,1%,18%,4%
CCOc1ccc(CNC(=O)c2[nH]c3ccccc3c2Sc2ccc(C)cc2)cc1,-15%,15%,0%,-2%,4%,3%,-36%
CC(=O)c1ccc(N2CCN(S(=O)(=O)c3ccc(-c4coc(C)n4)cc3)CC2)cc1,7%,-11%,0%,2%,-7%,-21%,3%
Cc1ccc(/C=C/c2onc(C)c2S(=O)(=O)N2CCC(C(=O)Nc3ccc(OC(F)(F)F)cc3)CC2)cc1,3%,-4%,1%,-5%,-2%,4%,-6%
CCC(C(=O)OC)n1cnc2c(cnn2-c2ccc(F)cc2)c1=O (configuration not stated),8%,-5%,-4%,0%,2%,2%,-14%
N#C/C(=C\c1ccc(Cl)cc1)c1nc2ccccc2[nH]1,-8%,-9%,1%,-8%,-4%,5%,4%
Cc1cc(C)cc(Nc2cc(C(=O)NCc3ccccc3)c3ccccc3n2)c1,-5%,-8%,0%,1%,8%,0%,?
Cc1ccc(NS(=O)(=O)c2ccc3c(c2)CCN3C(=O)C2CC2)c(C)c1,12%,33%[activator],-2%,-2%,8%,?,-20%
CCOC(=O)c1nnc2c(-c3ccc(Cl)cc3)c(C)nn2c1N,·,·,-1%,3%,-1%,5%,0%
COc1ccc(N2CCN(C(=O)CSc3nc(-c4ccccc4)no3)CC2)cc1,9%,-3%,-1%,1%,-1%,-1%,-12%
CCC(CC)C(=O)Nc1ccc(OCc2cc(=O)n3c4c(sc3n2)CCCC4)cc1,-3%,1%,1%,-4%,0%,-20%,-7%
COc1ccc(CC(=O)Nc2c(C(=O)Nc3ccc(F)cc3)oc3ccccc23)cc1OC,-12%,-25%,0%,0%,-2%,4%,0%
CCc1nn2c(=O)cc(COC(=O)CNC(=O)c3ccccc3)nc2s1,-2%,-1%,1%,-1%,0%,-1%,11%
CC(=O)C1=C(c2ccc(Cl)c(Cl)c2)N(C(C)=O)n2c(C)nnc2S1,1%,27%,1%,-8%,1%,-16%,-7%

# Taken from above.
# B2AR arrestin ag, CCc1nn2c(=O)cc(COC(=O)CNC(=O)c3ccccc3)nc2s1 : 1%
# B2AR arrestin ag, CCC(CC)C(=O)Nc1ccc(OCc2cc(=O)n3c4c(sc3n2)CCCC4)cc1 : 1%

# Later entries:
SMILES,p53null 39C kill,p53null 32C tox,B2AR arrestin ag,TSG101-PTAP inh,GALK inhibitor,NTMT1 inhibitor,FH mod
CCCOc1ccc(CNC(=O)CN2C(=O)c3cccnc3Oc3ccc(C)cc32)cc1,-14%,-12%,0%,-5%,1%,-1%,-1%
CNS(=O)(=O)c1cn(CC(=O)N2CCN(c3cccc(C)c3C)CC2)cc1S(=O)(=O)NC,13%,-1%,0%,1%,0%,4%,-7%
N#C/C(=C\c1ccc(Br)cc1)c1nc(-c2cc3cc(Br)ccc3oc2=O)cs1,-6%,2%,1%,-10%,0%,7%,2%
O=C(NCCCN1CCN(c2ccc(F)cc2)CC1)c1cc2c(Cl)nc3ccccc3c2s1,-24%,0%,0%,-1%,1%,?,?
CCCS(=O)(=O)N1CCC(n2c(C)nc3cccnc32)CC1,3%,0%,1%,-3%,-2%,?,-5%
CC(C)Oc1ccc(CN2CCc3nc(Nc4ccc5c(c4)OCCO5)ncc3C2)cc1,-1%,-2%,0%,0%,0%,-19%,5%
Cc1nn2c(=O)cc(COC(=O)c3cccc(NC(=O)c4cccs4)c3)nc2s1,-16%,-5%,1%,0%,3%,5%,-4%
Cc1ccc(C(=O)Nc2nnc(S(=O)(=O)N3CCN(c4ccc(F)cc4)CC3)s2)cc1,-8%,-1%,-1%,1%,-2%,15%,6%
CCCNc1ncnc2onc(C)c12,2%,-4%,-1%,-3%,4%,3%,-3%
COc1cc(C(=O)Nc2ccc(OCc3cc(=O)n4cccc(C)c4n3)cc2)cc(OC)c1OC,?,?,0%,1%,2%,?,-19%

# One compound at a time (already shown). Values in the order: p53null 39C kill, p53null 32C tox, B2AR arrestin ag, TSG101-PTAP inh, GALK inhibitor, NTMT1 inhibitor, FH mod
# O=C(NCCCN1CCN(c2ccc(F)cc2)CC1)c1cc2c(Cl)nc3ccccc3c2s1 in the list: -24%, 0%, 0%, -1%, 1%, ?, ?
# CCCS(=O)(=O)N1CCC(n2c(C)nc3cccnc32)CC1 in the list: 3%, 0%, 1%, -3%, -2%, ?, -5%
# CCCOc1ccc(CNC(=O)CN2C(=O)c3cccnc3Oc3ccc(C)cc32)cc1 in the list: -14%, -12%, 0%, -5%, 1%, -1%, -1%

# Carrying on:
SMILES,p53null 39C kill,p53null 32C tox,B2AR arrestin ag,TSG101-PTAP inh,GALK inhibitor,NTMT1 inhibitor,FH mod
COc1ccc(NC(=O)CC2C(=O)N(c3ccc(F)cc3)C(=O)N2Cc2ccc3c(c2)OCO3)cc1 (configuration not stated),-20%,0%,1%,0%,7%,-4%,-13%
Cc1cc(C)nc(-n2nc(C)c3c2NC(=O)CC3c2cccc(O)c2)n1 (configuration not stated),3%,-8%,-4%,0%,-9%,-5%,-9%
Cc1ccc(Cl)cc1-n1ncc2c(N3CCN(Cc4ccccc4)CC3)ncnc21,15%,?,-1%,-2%,0%,-3%,?
O=C(COCc1cc(-c2ccco2)on1)Nc1cc(Cl)ccc1O,-25%,-5%,5%,2%,-4%,-16%,-6%
Cc1oc(-c2cccc(Br)c2)nc1Cn1c(SCc2cccc(F)c2)nc2cccnc21,1%,-8%,0%,5%,6%,15%,?
COc1ccc(-c2nnc(SCCOc3ccccc3C)o2)cc1OC,-16%,-11%,-1%,-1%,-11%,-12%,-21%
Cc1ccc(C2=NC(c3ccc(F)cc3)=Nc3ccc(C)cc3N2)cc1,4%,-10%,-1%,1%,2%,5%,-3%
COc1ccc(NC(=O)COCc2cc(-c3ccc4c(c3)OCO4)on2)cc1,15%,23%,-2%,0%,2%,0%,-6%
COc1ccc(NC(=O)CSc2oc(-c3ccc(C)cc3)nc2S(=O)(=O)c2ccc(C)cc2)c(OC)c1,18%,11%,1%,1%,-4%,?,?
CCOc1ccc(/C=C(\C#N)C(=O)Nc2sc3c(c2C(=O)OC)C(C(=O)OC)CC3)cc1OC (configuration not stated),-2%,6%,1%,4%,-2%,10µM*,4%

# Reprinted at random: two entries already listed
SMILES,p53null 39C kill,p53null 32C tox,B2AR arrestin ag,TSG101-PTAP inh,GALK inhibitor,NTMT1 inhibitor,FH mod
Cc1c(C)n(Cc2ccc(F)cc2)c2ccc(C(=O)N3CCN(c4ccc(F)cc4)CC3)cc12,8%,13%,-1%,4%,4%,?,-21%
CCOC(=O)c1nnc2c(-c3ccc(Cl)cc3)c(C)nn2c1N,·,·,-1%,3%,-1%,5%,0%

# Next part
SMILES,p53null 39C kill,p53null 32C tox,B2AR arrestin ag,TSG101-PTAP inh,GALK inhibitor,NTMT1 inhibitor,FH mod
O=C(NCc1ccc(Cl)cc1)c1ccc(CSCc2cccc(Cl)c2)o1,5%,64%[activator],-1%,-3%,0%,-4%,-18%
Cc1ccccc1Cn1nc(C)c(NC(=O)c2cc(-c3ccc(F)cc3)on2)c1C,12%,-7%,-1%,-1%,5%,-6%,-3%
O=C(C1CCC1)N1CCCc2cc(S(=O)(=O)N3CCN(c4ccccc4)CC3)ccc21,-9%,-1%,0%,1%,2%,0%,-6%
O=C(COc1ccc(Br)cc1Cl)Nc1ncn[nH]1,?,?,-1%,-16%,8%,-6%,5%
Cc1ccccc1NS(=O)(=O)c1ccc(Br)s1,-7%,16%,0%,-6%,0%,2%,0%

# High-throughput results from PubChem.

# An excerpt. The share of hits here may be higher or lower than overall.
